# TRHR ag = qHTS for Small Molecule Agonists and Allosteric Enhancers of Human TRH Receptor: Primary Screen for Agonists. activation, % at 2 µM. TRHR cells, calcium flux fluo-8, FDSS agonist mode. 0.18% of 360,000 active. Thyrotropin-releasing hormone receptor (Homo sapiens), P34981; in the data active means activation above about 30%; further: 0% is about no effect
#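 In this calcium-flux screen, cells bearing human TRHR are dye-loaded with fluo-8, baselined for 10 cycles, then exposed to library compounds; positive kinetic calcium responses during the agonist phase mark hits, with TRH as control.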
# D2 ag = HTS Assay for Allosteric Agonists of the Human D2 Dopamine Receptor: Primary Screen for Agonists; D(2) dopamine receptor (Homo sapiens), P14416; AID 485358, 2010; activation, % at 2 µM; 0.53% of 340,000 active; HEK293 T-REx D2 cells, calcium flux agonist mode;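 active means activation over 3 SD above normal in the single-dose calcium agonist read, cut at about 30% in these data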; further: 0% is about no effect
#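 In this primary screen, compounds producing a positive calcium signal within 180 s of addition to tetracycline-induced, force-coupled HEK293 Trex D2 cells are flagged; cells are dye-loaded with a no-wash calcium kit beforehand.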
# PI4K2A block = qHTS for small molecular inhibitors of PI4K2A; 0.13% of 420,000 active; activity change, negative = inhibition, % at 76.9 µM; purified PI4K2A, ADP-Glo luminescence, 1 h; hits give low values; Phosphatidylinositol 4-kinase type 2-alpha (Homo sapiens), Q9BTU6; in the data active means activity change below about -50%; inconclusive means mostly about -30% to -49%;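 further: -100% = wells without enzyme as full effect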
# Target sequence (Q9BTU6 whole entry, looked up): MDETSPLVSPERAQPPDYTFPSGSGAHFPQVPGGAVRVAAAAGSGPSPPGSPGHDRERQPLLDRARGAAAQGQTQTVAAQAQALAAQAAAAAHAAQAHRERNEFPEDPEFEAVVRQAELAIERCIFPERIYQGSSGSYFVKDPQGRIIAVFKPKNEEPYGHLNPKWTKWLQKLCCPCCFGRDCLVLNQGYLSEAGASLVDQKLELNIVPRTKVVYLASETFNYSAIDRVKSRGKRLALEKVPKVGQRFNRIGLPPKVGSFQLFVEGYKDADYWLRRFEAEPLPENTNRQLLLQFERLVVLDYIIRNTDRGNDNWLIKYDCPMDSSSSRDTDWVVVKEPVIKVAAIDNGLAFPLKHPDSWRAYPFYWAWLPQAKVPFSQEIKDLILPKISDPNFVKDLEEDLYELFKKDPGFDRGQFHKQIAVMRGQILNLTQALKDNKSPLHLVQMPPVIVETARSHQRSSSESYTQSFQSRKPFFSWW
#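 Compounds are screened against recombinant PI4K2A using PI as substrate and ATP, the latter dispensed at 300 microM. Reactions run one hour at ambient temperature before ADP-Glo detection; full inhibition defined by wells lacking enzyme.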
# USP1-UAF1 inh = Inhibitors of USP1/UAF1: Primary Screen. AID 743255, 2014. Potency, µM (highest dose often 57.1 µM), without a hit: at the top dose activity change, negative = inhibition, most hits filed as inhibitors. 0.23% of 390,000 active. Ubiquitin carboxyl-terminal hydrolase 1 (Homo sapiens), O94782. recombinant USP1/UAF1, Ub-Rhodamine cleavage fluorescence; further: potency means the concentration at half of the fitted maximal effect; on the % scale 0 is the no-effect control and ±100 the full control effect; nearly all actives have a fitted effect of over 60% in size; inactives centre near -12
#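 USP1/UAF1 complex (1 nM) preincubated 15 min at room temperature with compound, then Ub-Rho substrate (150 nM final) added. Kinetic fluorescence at 480/540 nm over 6 reads at 60 s intervals; 50 mM HEPES pH 7.8, 0.5 mM EDTA, 0.1 mg/ml BSA, 1 mM TCEP, 0.01% Tween-20.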
# mIDH1 inhibitor = qHTS for Inhibitors of mutant isocitrate dehydrogenase 1 (IDH1): qHTS; Isocitrate dehydrogenase [NADP] cytoplasmic (Homo sapiens), O75874; IDH1-R132H enzyme, NADPH consumption, diaphorase/resazurin fluorescence; Potency, µM (highest dose often 76.6 µM), for inactives: at the top dose activity change, negative = inhibition, usual class: inhibitors; 0.093% of 390,000 active; further: potency means the concentration at half of the fitted maximal effect; on the % scale 0 is the no-effect control and ±100 the full control effect; nearly all actives have a fitted effect of over 65% in size
# Target sequence (O75874 whole entry R132H, stated change not applied): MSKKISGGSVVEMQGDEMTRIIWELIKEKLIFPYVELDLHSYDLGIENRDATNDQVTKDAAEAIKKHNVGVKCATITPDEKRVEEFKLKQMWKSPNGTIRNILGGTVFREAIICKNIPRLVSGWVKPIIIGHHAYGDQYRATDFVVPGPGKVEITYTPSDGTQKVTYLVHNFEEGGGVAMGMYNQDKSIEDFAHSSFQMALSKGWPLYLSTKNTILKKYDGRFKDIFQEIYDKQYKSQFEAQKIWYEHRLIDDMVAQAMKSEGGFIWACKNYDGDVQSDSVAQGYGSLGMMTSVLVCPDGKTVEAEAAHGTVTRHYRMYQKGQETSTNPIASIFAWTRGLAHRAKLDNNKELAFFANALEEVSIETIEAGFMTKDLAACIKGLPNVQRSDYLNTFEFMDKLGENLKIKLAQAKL
#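 IDH1-R132H (0.5 ug/mL) preincubated 30 min with compound, then NADPH (0.016 mM) and alpha-KG (2 mM) added; 80 min at RT, pH 7.5. Remaining NADPH coupled via diaphorase/resazurin to fluorescence (540/590 nm); concentration-response curves normalized to no-enzyme control.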
# TRHR enhancer = qHTS for Small Molecule Agonists and Allosteric Enhancers of Human TRH Receptor: Primary Screen for Enhancers | Thyrotropin-releasing hormone receptor (Homo sapiens), P34981 | TRHR cells, fluo-8 calcium fluorescence, EC20 TRH enhancement | enhancement, % at 2 µM | 0.66% of 360,000 active; in the data active means enhancement above about 30%; further: 0% is about no effect
#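 Enhancer read-out: after compound pinning and an initial kinetic agonist-mode read, an EC20 of TRH (10 nM final) was injected and fluo-8 calcium signal (Ex 480/Em 530) followed at 1 s/cycle for 100 cycles in TRHR-expressing cells.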
# rTrxR1 inhibitor = qHTS Assay for Inhibitors of Mammalian Selenoprotein Thioredoxin Reductase 1 (TrxR1): qHTS. Thioredoxin reductase 1, cytoplasmic (Rattus norvegicus), O89049. recombinant rTrxR1, NADPH fluorescence consumption, selenite substrate. Potency, µM (top dose mostly 114 µM), for the others: top-dose activity change, negative = inhibition, actives largely listed as inhibitors. 1% of 390,000 active. AID 588453, 2011; further: potency means the concentration at half of the fitted maximal effect; on the % scale 0 is the no-effect control and ±100 the full control effect; nearly all actives have a fitted effect of over 65% in size
#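 Rat TrxR1 (90 nM in the dispensed reagent) was pre-reduced with 400 uM NADPH for 5 min at room temperature, then incubated with compound for 15 min. After 400 uM selenite was added, NADPH fluorescence (Ex 340/Em 450 nm) was followed for 8 min.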
# TrxR1 substrate = qHTS Assay for Substrates of Mammalian Selenoprotein Thioredoxin Reductase 1 (TrxR1): qHTS; Thioredoxin reductase 1, cytoplasmic (Rattus norvegicus), O89049; purified TrxR1 substrate turnover, NADPH consumption readout; Potency, µM (series often up to 114 µM), for the others: top-dose activity change, negative = substrate turnover; 0.01% of 390,000 active; AID 588456, 2011; further: potency means the concentration at half of the fitted maximal effect; on the % scale 0 is the no-effect control and ±100 the full control effect; nearly all actives have a fitted effect of over 50% in size
#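 Rat TrxR1, dispensed at 90 nM, was prereduced with 400 uM NADPH (final) for 5 min at ~22 deg C, then incubated with compound 15 min before 400 uM selenite. A first-read NADPH fluorescence drop versus no-compound background flagged substrates.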
# D2 antag = HTS Assay for Allosteric Antagonists of the Human D2 Dopamine Receptor: Primary Screen for Antagonists. D(2) dopamine receptor (Homo sapiens), P14416. HEK293 TREx D2 cells, calcium flux, dopamine EC80. inhibition, % at 10 µM. 2% of 340,000 active. AID 485344, 2010; in the data active means inhibition above about 30%; further: 0% is about no effect
#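 Compounds are added to dye-loaded, induced HEK293 T-REx cells coupled to calcium release via D2; after a 3 min kinetic read an EC80 dopamine stimulus is given and fluorescence is recorded for 3 more min.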
# * = called active by the depositor; ? = inconclusive; . = no result given; & = joins results of further samples; [ ] = another dose, or the depositor's remark. Unless noted, the call rests on the fitted dose curve; in most records, active means well fitted inhibition curve with a large enough effect; inconclusive means small, poorly fitted or top-dose-only effect; inactive means no such curve, though single readings can be large or run the other way.
SMILES,TRHR ag,D2 ag,PI4K2A block,USP1-UAF1 inh,mIDH1 inhibitor,TRHR enhancer,rTrxR1 inhibitor,TrxR1 substrate,D2 antag
NNC(=O)CNC(c1ccccc1)c1cc(Br)ccc1NC(=O)CCN1CCOCC1 (stereo unspecified),-0.9,.,0,-15%,1%,36*,-2%[57.1 µM],5%,.
O=C(CCN1C(=O)CSC1=O)Nc1ccc(Br)cc1,0.4,0.1,7,-19%,4%,0,2%,-7%,-9
COc1cc(OC)c(C2=NOC(C(=O)NCc3ccc4c(c3)OCO4)C2)cc1Cl (stereo unspecified),0.2,-1.2,-5,-11%,6%,-10,11%,8%[57.1 µM],-9
CN(CC(=O)Nc1cccc2c1CCCC2)S(=O)(=O)c1ccc(Br)cc1,1.2,-0.6,5,-9%,2%,3,6%,-9%,0
C/C(=N/NS(=O)(=O)c1ccc(C(C)(C)C)cc1)c1ccc2c(c1)OCO2,0.0,-1.0,1,?,-13%,1,8%,-6%,1
CCC(=O)NCCc1nc2cc(NC(=O)c3ccc(Cl)cc3)ccc2n1C,-0.6,0.5,4,-16%,-1%,-7,9%,-5%,-5
Nc1nc(N)c(N=Nc2ccc(SCC(=O)O)cc2)c(=O)[nH]1,0.7,1.8,-21,1%,9%,5,96%[activator][57.1 µM],4%[2.29 µM],-22
Cc1cc(-c2ccccc2)n2nc(-c3ccccc3)cc2n1,-0.3,1.7,-3,-6%,0%,33*,12%,11%,.
Cc1cccc(NC(=O)c2cc(S(=O)(=O)NCCc3ccccc3)ccc2F)c1C,-0.6,.,7,-8%,-16%,0,-19%[57.1 µM],-13%[57.1 µM],.
Cc1c(Cl)cccc1N1C(=O)CC(NNC(=O)c2ccc3c(c2)OCO3)C1=O (stereo unspecified),.,.,-3,-24%,0%,.,7%,2%,.
O=C(NC(=S)Nc1ccc(N2CCOCC2)cc1)c1ccccc1,0.6,0.8,1,-1%,10%,-1,?,2%[57.1 µM],3
CCOC(=O)c1ccc(NC(=O)c2c(NCc3cccc(OC)c3OC)sc3c2CCC3)cc1,0.2,-0.5,-7,-33%,-30%,4,7%[57.1 µM],-5%[57.1 µM],.
Cc1cc(NC(=O)CSc2nnc(C)c(=O)[nH]2)no1,0.1,-1.0,-2,10%,3%,2,2%,-3%,-6
CCc1nnc(NC(=O)c2ccc(F)c(S(=O)(=O)N3CCCCC3)c2)s1,0.7,-0.9,-5,-6%,4%,5,35%,3%,20
O=C(O)CCc1ccc(-c2ccc(Br)cc2)n1NC(=O)c1ccc([N+](=O)[O-])cc1,0.2,-0.2,0,-24%,2%,1,-7%,-1%,-12
COc1ccc(NC(=O)N2CCN(C(=O)c3ccco3)CC2)c(OC)c1,1.0,1.6,-8,-5%,-2%,1,3%,-6%,0
Cc1ccccc1NS(=O)(=O)c1ccc(OCC(=O)N2CCCC2)cc1,0.7,-1.0,4,-22%,9%,-1,10%[57.1 µM],-5%[57.1 µM],14
NC(=O)NC(=O)COC(=O)/C=C/c1cccc(Br)c1,-0.5,-3.0,-1,-21%,-3%,5,23%,5%,-11
O=C(OCc1cc([N+](=O)[O-])cc2c1OCOC2)c1ccc2ccccc2n1,0.0,0.3,0,-12%,12%,-6,40%[activator][57.1 µM],-11%[57.1 µM],8
COC(=O)c1c(NC(=O)c2nc3ccccc3s2)sc2c1CC(C)(C)NC2(C)C,0.2,0.1,0,-8%,-2%,14,14%,10%,-2
CC1CCC2(CC1)NC(=O)N(CC(=O)Nc1ccc3c(c1)OCCCO3)C2=O (stereo unspecified),-1.5,0.0,-5,-10%,-7%,1,26%,1%,20
COc1cc(OC)c(OC)cc1/C=C1\SC(N2CCCCC2)=NC1=O,0.5,0.9,0,-15%,-14%,10,-25%,-13%,-15
CCn1ncc([N+](=O)[O-])c1C(=O)Nc1nc2cccc(C)c2s1,-0.2,0.9,-3,-20%,6%,0,16%,-2%,5
CCCCC(=O)Nc1nnc(SCC(=O)NC2CCCC2)s1,-0.1,-0.5,-1,-10%,-5%,-6,13%,2%,-8
COc1ccc(CNC(=O)CN(C(=O)c2csnn2)c2ccc(C(C)=O)cc2)cc1,0.1,-0.2,1,-7%,0%,0,18%[0.0914 µM],-1%[57.1 µM],-23

# Some entries already given, reduced to D2 antag.
canonical_smiles	D2 antag
O=C(OCc1cc([N+](=O)[O-])cc2c1OCOC2)c1ccc2ccccc2n1	8
Cc1ccccc1NS(=O)(=O)c1ccc(OCC(=O)N2CCCC2)cc1	14
CN(CC(=O)Nc1cccc2c1CCCC2)S(=O)(=O)c1ccc(Br)cc1	0

# The listing picks up; the seven compounds before the break are reprinted first.
SMILES,TRHR ag,D2 ag,PI4K2A block,USP1-UAF1 inh,mIDH1 inhibitor,TRHR enhancer,rTrxR1 inhibitor,TrxR1 substrate,D2 antag
O=C(OCc1cc([N+](=O)[O-])cc2c1OCOC2)c1ccc2ccccc2n1,0.0,0.3,0,-12%,12%,-6,40%[activator][57.1 µM],-11%[57.1 µM],8
COC(=O)c1c(NC(=O)c2nc3ccccc3s2)sc2c1CC(C)(C)NC2(C)C,0.2,0.1,0,-8%,-2%,14,14%,10%,-2
CC1CCC2(CC1)NC(=O)N(CC(=O)Nc1ccc3c(c1)OCCCO3)C2=O (stereo unspecified),-1.5,0.0,-5,-10%,-7%,1,26%,1%,20
COc1cc(OC)c(OC)cc1/C=C1\SC(N2CCCCC2)=NC1=O,0.5,0.9,0,-15%,-14%,10,-25%,-13%,-15
CCn1ncc([N+](=O)[O-])c1C(=O)Nc1nc2cccc(C)c2s1,-0.2,0.9,-3,-20%,6%,0,16%,-2%,5
CCCCC(=O)Nc1nnc(SCC(=O)NC2CCCC2)s1,-0.1,-0.5,-1,-10%,-5%,-6,13%,2%,-8
COc1ccc(CNC(=O)CN(C(=O)c2csnn2)c2ccc(C(C)=O)cc2)cc1,0.1,-0.2,1,-7%,0%,0,18%[0.0914 µM],-1%[57.1 µM],-23
CCOC(=O)c1c(C)c(-c2ccccc2)n(CC(=O)N2CCN(C)CC2)c1C,0.5,0.4,-2,-12%,2%,-8,-19%[57.1 µM],5%[57.1 µM],10
OC[C@@H]1[C@@H](c2ccc(Cl)cc2)C(c2cccc(Cl)c2)=NN1c1ccccc1,.,.,1,-26%,-5%,.,?,113%[activator],.
COc1ccc(/C=C(/NC(=O)c2ccccc2)C(=O)NC2CCS(=O)(=O)C2)cc1 (stereo unspecified),0.1,0.4,3,-7%,-7%,2,18%,-8%,1
Cc1cccc(NC(=S)N2CCC(N(C)CC3CCCO3)CC2)c1C (stereo unspecified),0.2,0.4,-4,-3%,-2%,3,7%,11%,-6
Cc1ccc(NC(=O)CSc2nc(-c3ccc(F)cc3)nc3c2Cc2c(CO)cnc(C)c2O3)cc1C,0.3,.,-2,15%,-19%,9,-8%,2%,.
COC(=O)Cc1cc(=O)n2[nH]c(C)c(-c3ccccc3)c2n1,-0.5,0.6,-2,-15%,0%,4,-2%,3%,-2
COc1cc(-c2cc(N)n(S(=O)(=O)c3ccccc3)n2)cc(OC)c1OC,-0.4,-1.1,0,6%,12%,3,25%,-3%,1
COc1cccc(CNC(=O)Cn2nc(N3CCN(c4ccccc4OC)CC3)ccc2=O)c1,-0.6,-0.3,-4,-27%,2%,-6,24%[57.1 µM],4%[57.1 µM],.
c1cc2c3c(cccc3c1)NC1(CCC3(CC1)Nc1cccc4cccc(c14)N3)N2,4.2,4.2,-3,-20%,6%,-14,-2%[57.1 µM],39%[activator],-8
CC1CCc2noc(NC(=O)c3ccccc3[N+](=O)[O-])c2C1 (stereo unspecified),-0.6,-1.3,6,-10%,12%,11,-6%,-8%,.
Cc1cc(Br)ccc1NC(=O)CNC(=O)CN1C(=O)NC2(CCCCCC2)C1=O,0.5,0.6,-1,4%,-3%,2,28%,8%,-10
Cn1c(-c2ccc(Br)o2)nc2ccccc21,-0.6,0.4,-56*,-4%,2%,-12,?,5%[57.1 µM],-7
Fc1cccc(F)c1-c1nc(-c2ccncc2)no1,0.0&0.8,-0.1&1.1,-2&-3,?,7%&-12%,6&-8,12%,-7%,-9
CCOC(=O)c1[nH]nc2c1C(=O)N(CC)C2=O,0.3,0.7,4,-16%,6%,5,13%,6%[57.1 µM],-24

# Retrieved by structure from the list above:
SMILES,TRHR ag,D2 ag,PI4K2A block,USP1-UAF1 inh,mIDH1 inhibitor,TRHR enhancer,rTrxR1 inhibitor,TrxR1 substrate,D2 antag
Cn1c(-c2ccc(Br)o2)nc2ccccc21,-0.6,0.4,-56*,-4%,2%,-12,?,5%[57.1 µM],-7
Fc1cccc(F)c1-c1nc(-c2ccncc2)no1,0.0&0.8,-0.1&1.1,-2&-3,?,7%&-12%,6&-8,12%,-7%,-9

# High-throughput results from PubChem.
